CHX counter: affects cycloheximide protein synthesis inhibition readout, counter-screen; cell reporter, cycloheximide protein synthesis inhibition counterscreen; max response, %; actives 12% (n = 300,000); AID 2314; in the data active means max response mostly above about 13%, no sharp cut-off; inactive means mostly below about 14%; further: read at 38.3 µM for the half of the compounds with a filed dose; 0% is about no effect
Shiga toxin inh: blocks Shiga toxin action in Vero cells | Vero cells, Shiga toxin protein synthesis inhibition reporter | inhibition, % at 38.7 µM | actives 9.2% (n = 290,000) | AID 2315; in the data active means inhibition mostly above about 28%, no sharp cut-off; inactive means mostly below about 43%; further: 0% is about no effect
Pf growth 48h: P. falciparum growth inhibition at 48 hours (one generation); Potency, µM (highest dose often 28.7 µM), for inactives: top-dose activity change, negative = inhibition, most hits filed as inhibitors; P. falciparum luciferase growth in erythrocytes, 48 h; actives 5.9% (n = 310,000); further: potency means the concentration at half of the fitted maximal effect; on the % scale 0 is the no-effect control and ±100 the full control effect
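Cell-based growth assay: transgenic P. falciparum expressing firefly luciferase, cultured in red cells within RPMI 1640 containing 0.5% w/v Albumax, 24 mM bicarbonate and gentamycin. A drop in luciferase activity indicates inhibition.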
HCV inh: inhibitors of hepatitis C virus infection. actives 3.4% (n = 340,000). AID 651820. Huh7.5.1 HCVcc-Cre infection, luciferase reporter, 44 h. Potency, µM (doses to about 41.8 µM), inactives show top-dose activity change, negative = inhibition, actives largely listed as inhibitors; further: potency means the concentration at half of the fitted maximal effect; on the % scale 0 is the no-effect control and ±100 the full control effect
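Antiviral activity was scored by luciferase reporter output from cells infected with HCVcc-Cre (~0.5 moi) in presence of compound, 44 h infection period, cells seeded 1,000/well 4 h prior.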
Tb PYK inh: blocks Trypanosoma brucei pyruvate kinase. actives 0.12% (n = 410,000). Potency, µM (highest dose often 76.8 µM), without a hit: at the top dose activity, negative = inhibition, hits mostly inhibitors. AID 624173. Q57TT1. TbPYK enzyme, Kinase-Glo Plus ATP luminescence, 45 min; further: potency means the concentration at half of the fitted maximal effect; on the % scale 0 is the no-effect control and ±100 the full control effect; nearly all actives have a fitted effect of over 50% in size
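Enzyme and substrate buffer are dispensed first and compound is pin-transferred. ADP at 130 uM final then starts the reaction, which runs 45 min at room temperature. Detection reagent is added for 10 min before luminescence is imaged.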
LmPK inh: blocks Leishmania mexicana pyruvate kinase activity; Potency, µM (doses to about 57.5 µM), for inactives: top-dose activity change, negative = inhibition, most hits filed as inhibitors; Q27686; actives 0.37% (n = 290,000); purified LmPK, Kinase-Glo ATP luminescence, 1 h; further: potency means the concentration at half of the fitted maximal effect; on the % scale 0 is the no-effect control and ±100 the full control effect
Target sequence (Q27686 whole entry, looked up): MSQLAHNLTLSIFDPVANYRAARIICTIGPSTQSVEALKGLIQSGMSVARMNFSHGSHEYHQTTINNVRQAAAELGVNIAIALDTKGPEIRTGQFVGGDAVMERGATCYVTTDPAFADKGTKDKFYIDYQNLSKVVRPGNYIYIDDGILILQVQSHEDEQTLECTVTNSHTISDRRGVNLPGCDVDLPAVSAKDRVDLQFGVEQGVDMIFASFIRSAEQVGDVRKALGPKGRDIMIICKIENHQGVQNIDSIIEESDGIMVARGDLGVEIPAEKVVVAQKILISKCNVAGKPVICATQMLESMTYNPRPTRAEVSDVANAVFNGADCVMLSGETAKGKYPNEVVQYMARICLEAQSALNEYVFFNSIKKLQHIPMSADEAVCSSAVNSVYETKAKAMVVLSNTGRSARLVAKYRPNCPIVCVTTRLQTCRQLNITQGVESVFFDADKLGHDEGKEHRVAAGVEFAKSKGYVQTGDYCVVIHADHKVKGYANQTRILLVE
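In 50 mM imidazole pH 7.2 with 7 mM MgCl2, LmPK (0.1 nM) turned over PEP (0.5 mM) and ADP (0.1 mM) for 1 h at room temperature. Luciferase read-out of ATP.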
Pf growth 96h: P. falciparum growth inhibition at 96 hours | P. falciparum luciferase reporter growth, 96 h | Potency, µM (top dose mostly 28.7 µM), for inactives: at the highest dose activity change, negative = inhibition, hits mostly inhibitors | actives 6.9% (n = 320,000); further: potency means the concentration at half of the fitted maximal effect; on the % scale 0 is the no-effect control and ±100 the full control effect
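Two parasite generations (96 h, 37 C, 5% CO2) of compound exposure in infected erythrocytes (0.05% parasitemia, 2% hematocrit). Luciferase-reporter P. falciparum; decreased luminescence indicates inhibited growth, aimed at apicoplast-acting delayed death.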
* = called active by the depositor; & = joins results of further samples; [ ] = another dose, or the depositor's remark. Unless noted, the call rests on the fitted dose curve; in most records, active means well fitted curve in the direction sought with a large enough effect; inconclusive means small, poorly fitted or top-dose-only effect, or another doubt; inactive means no such curve, though single readings can be large; an effect the other way counts as inactive or inconclusive.

Screening O=C(CSc1ncc(C(F)(F)F)cc1Cl)N1CCN(S(=O)(=O)c2ccc3ccccc3c2)CC1 returned CHX counter -4, Shiga toxin inh 3, Pf growth 48h inconclusive, HCV inh -13%, Tb PYK inh -13% and LmPK inh 5%.
Screening COc1ccc(C(=O)Nc2ccnn2C2CCN(Cc3ccc4nonc4c3)CC2)cc1 returned CHX counter -1, Shiga toxin inh 15, Pf growth 48h -20%, HCV inh -29%, Tb PYK inh 1%, LmPK inh 5% and Pf growth 96h -25%.
For Cc1nc(-c2ccc(NC(=O)/C=C\C(=O)O)cc2)cs1 the results were CHX counter 18*, Shiga toxin inh 50*, Pf growth 48h 50%[activator], HCV inh -1%, Tb PYK inh inconclusive, LmPK inh -2% and Pf growth 96h 12%.
Screening COc1cc(/C=N/n2c(-c3ccc4c(c3)NC(=O)CO4)csc2=Nc2cccc(C)c2)ccc1O returned CHX counter 33*, Shiga toxin inh 38*, Pf growth 48h inconclusive, HCV inh 7.1µM*, Tb PYK inh 0%, LmPK inh 0% and Pf growth 96h 4.7µM*.
Screening Cc1ccc(NS(=O)(=O)c2ccc(Br)cc2)nc1 returned CHX counter -3, Shiga toxin inh -3, Pf growth 48h 6%, HCV inh 11%, Tb PYK inh -3%, LmPK inh 0% and Pf growth 96h 52%[activator].
O=C(N1CCOCC1)C1(S(=O)(=O)c2ccccc2)CC=CC1 was read as CHX counter -3, Shiga toxin inh -1, Pf growth 48h 7%, HCV inh 11%, Tb PYK inh 1%, LmPK inh -4% and Pf growth 96h 23%.
`CCOC(=O)N1CCN(C(=O)COC(=O)Cc2ccc(OC)cc2)CC1` gave CHX counter -7, Shiga toxin inh 3, Pf growth 48h -8%, HCV inh 8%, Tb PYK inh 2%, LmPK inh -2% and Pf growth 96h 71%[activator].
CN1C(=O)c2ccccc2C(C(=O)NCCCN2CCCC2)C1c1c[nH]c2ccccc12 (stereo unspecified) was read as CHX counter -3, Shiga toxin inh -8, HCV inh 14%, Tb PYK inh 0%, LmPK inh 5% and Pf growth 96h 10µM*.
For Clc1cccc(Cl)c1CSc1cc2c(nn1)-c1ccccc1CC2 the results were CHX counter -2, Shiga toxin inh -26, Pf growth 48h 0%, HCV inh -17%, Tb PYK inh -6%, LmPK inh 2% and Pf growth 96h 17%.
O=C(NC(C1CC1)C1CC1)C1CCC(=O)N(CCCN2CCCC2=O)C1 (stereo unspecified) was read as CHX counter 17*, Shiga toxin inh 13, Pf growth 48h -10%, HCV inh 12%, Tb PYK inh -6%, LmPK inh 0% and Pf growth 96h -21%.
`CCn1ccc(C(=O)Nc2c(C)nn(Cc3c(F)c(F)c(F)c(F)c3F)c2C)n1` gave CHX counter -2, Shiga toxin inh -5, Pf growth 48h -4%, HCV inh -17%, Tb PYK inh -4%, LmPK inh 0% and Pf growth 96h inconclusive.
Screening COc1ccc(S(=O)(=O)Nc2ccc3c(c2)OCO3)cc1OC returned CHX counter 1, Shiga toxin inh -10, Pf growth 48h 20%, HCV inh 4%, Tb PYK inh 2%, LmPK inh 2% and Pf growth 96h inconclusive.
`Cc1ccc2c(cnn2C(=O)CCC(=O)NC2CCCCC2)c1` gave CHX counter -3, Shiga toxin inh -2, Pf growth 48h -13%, HCV inh 15%, Tb PYK inh -9%, LmPK inh 3% and Pf growth 96h inconclusive.
For O=C(NC(C(=O)NCCN1CCOCC1)C12CC3CC(CC(C3)C1)C2)C1CCCCC1 (stereo unspecified) the results were CHX counter -5, Shiga toxin inh -3, HCV inh 18%, Tb PYK inh 5%, LmPK inh -1% and Pf growth 96h -26%.
`Cc1ccc(-c2csc3nnc(SCC(=O)Nc4nsc(-c5ccccc5)n4)n23)cc1` gave CHX counter 0, Shiga toxin inh -8, Pf growth 48h inconclusive, HCV inh inconclusive, Tb PYK inh inconclusive and LmPK inh 7%.
For CC(=O)N1CCN(C(=S)c2ccc(N(C)C)cc2)CC1 the results were CHX counter 10, Shiga toxin inh -10, Pf growth 48h -19%, HCV inh 13%, Tb PYK inh -7%, LmPK inh 0% and Pf growth 96h 50%[activator].
`Cc1cc(C)nc(NC(=O)CN2C(=O)c3ccccc3C2=O)n1` gave CHX counter -4, Shiga toxin inh 52, Pf growth 48h -3%, HCV inh 27%, Tb PYK inh 3%, LmPK inh 0% and Pf growth 96h inconclusive.
`O=C(O)CC1(CC(=O)Nc2cc(C(F)(F)F)cc(C(F)(F)F)c2)CCCCC1` gave CHX counter -1, Shiga toxin inh -2, Pf growth 48h -2%, HCV inh 4%, Tb PYK inh -6%, LmPK inh 4% and Pf growth 96h 32%[activator].
For C/C(=N/NC(=O)c1ccc(Br)o1)c1cccc(NC(=O)c2ccc(C)o2)c1 the results were CHX counter 28*, Shiga toxin inh 136*, Pf growth 48h -12%, HCV inh -27%, Tb PYK inh inconclusive, LmPK inh -4% and Pf growth 96h inconclusive.
For Cc1c(Br)c([N+](=O)[O-])nn1CC(=O)NCC1CCCO1 (stereo unspecified) the results were CHX counter -4, Shiga toxin inh -11, Pf growth 48h 12%, HCV inh 23%, Tb PYK inh -3%, LmPK inh 4% and Pf growth 96h 22%.
COc1ccccc1-c1nc(-c2ccccc2)nc(N2CCN(C)CC2)c1C#N was read as CHX counter -2, Shiga toxin inh 6, Pf growth 48h -56%, HCV inh inconclusive, Tb PYK inh 4%, LmPK inh 3% and Pf growth 96h 3%.
Screening COc1cc(NC(=O)c2ccccc2)c(OC)cc1NC(=O)CN1CCCCC1 returned CHX counter -1, Shiga toxin inh -4, Pf growth 48h inconclusive, HCV inh inconclusive, Tb PYK inh 2%, LmPK inh 3% and Pf growth 96h 15%.
Screening O=C(COC(=O)c1cccc([N+](=O)[O-])c1)Nc1ccc(Cl)cn1 returned Pf growth 48h 35%[activator], HCV inh 4%, Tb PYK inh 3% and Pf growth 96h 105%[activator].
Screening COC(c1ccccc1)c1nnc(CCC(=O)NCc2ccc3ncccc3c2)o1 (stereo unspecified) returned CHX counter -1, Shiga toxin inh 2, Pf growth 48h 13%, HCV inh -7%, Tb PYK inh -3%, LmPK inh -2% and Pf growth 96h -20%.
CC(=O)N1CCN(C(=O)c2cccc(S(=O)(=O)N3CCN(c4ccc(F)cc4)CC3)c2)CC1 was read as Pf growth 48h inconclusive, HCV inh 6%, Tb PYK inh 0% and Pf growth 96h -1%.
CN(C(=O)CSc1ncnc2ccccc12)C1CCS(=O)(=O)C1 (stereo unspecified) was read as Pf growth 48h inconclusive, HCV inh 0%, Tb PYK inh 6% and Pf growth 96h inconclusive.
`COC(=O)C1CCC(=S)N1C(=O)c1ccccc1` (stereo unspecified) gave CHX counter -3, Pf growth 48h 3%, HCV inh 11%, Tb PYK inh -2%, LmPK inh 6% and Pf growth 96h -3%.
`COc1ccc(CCNC(=O)CS(=O)Cc2nc(-c3ccc(C)cc3)oc2C)cc1OC` (stereo unspecified) gave CHX counter 8, Shiga toxin inh 1, Pf growth 48h inconclusive, HCV inh -25%, Tb PYK inh 3%&-4%, LmPK inh 9% and Pf growth 96h 12%.
For CC(=O)Nc1ccc(NC(=O)COC(=O)[C@@H](NC(=O)c2ccc(F)cc2)C(C)C)cc1 the results were CHX counter 0, Shiga toxin inh -4, Pf growth 48h 1%, HCV inh 6%, Tb PYK inh -2%, LmPK inh -2% and Pf growth 96h 10%.
For C/C(CC(=O)Nc1cccc2c1CCCC2)=N\NC(=O)Cc1ccccc1 the results were CHX counter -1, Shiga toxin inh 4, Pf growth 48h -6%, HCV inh 5%, Tb PYK inh 3%, LmPK inh -3% and Pf growth 96h -27%.
Cc1cc(C)c(S(=O)(=O)N2CCCCC2CCNC(=O)C(=O)NCc2ccccn2)c(C)c1 (stereo unspecified) was read as Pf growth 48h inconclusive, HCV inh -27%, Tb PYK inh -2% and Pf growth 96h inconclusive.
For O=C(CC1SC(=Nc2ccccc2F)N(CCN2CCOCC2)C1=O)Nc1ccc(F)cc1F (stereo unspecified) the results were CHX counter -2, Shiga toxin inh -6, Pf growth 48h -20%, HCV inh 9%, Tb PYK inh 4%, LmPK inh -9% and Pf growth 96h -33%.
Screening NC(=O)COc1ccc2cc(-c3ccc(F)cc3)c(=O)oc2c1 returned CHX counter 21*, Shiga toxin inh 35*, Pf growth 48h 37%[activator], HCV inh 28%, Tb PYK inh -3%, LmPK inh 0% and Pf growth 96h 42%[activator].
For COc1ccc(Cc2c(O)nc(SCC(=O)N3CCOCC3)[nH]c2=O)cc1 the results were CHX counter 11, Shiga toxin inh 20, Pf growth 48h -8%, HCV inh 1%, Tb PYK inh 1%, LmPK inh -2% and Pf growth 96h 29%.
COc1ccc(S(=O)(=O)N2CCC(C(=O)Nc3ccc(F)cc3)CC2)c2cccnc12 was read as CHX counter 2, Shiga toxin inh -10, Pf growth 48h 1µM*, HCV inh inconclusive, Tb PYK inh 5%, LmPK inh 1%[11.5 µM] and Pf growth 96h 0%.
For O=C(Nc1ccccc1C(=O)N1CCCCCC1)c1cccc([N+](=O)[O-])c1 the results were CHX counter 13, Shiga toxin inh -16, Pf growth 48h -2%, HCV inh 21%, Tb PYK inh -1%, LmPK inh -6% and Pf growth 96h 0%.
For COc1ccc(OCc2cc(C(=O)N3CCCCCCC3)no2)c(Cl)c1 the results were CHX counter 40*, Shiga toxin inh 61*, Pf growth 48h inconclusive, HCV inh 12%, Tb PYK inh 2%, LmPK inh 0% and Pf growth 96h 22%.
`COc1ccc(-c2nc(SCC(=O)N(CC(C)C)c3c(N)n(Cc4ccccc4)c(=O)[nH]c3=O)n[nH]2)cc1` gave Pf growth 48h 5%, HCV inh 2%, Tb PYK inh -2% and Pf growth 96h -16%.

Compound activity: PubChem BioAssay, National Center for Advancing Translational Sciences (NCATS)
